# eIF4E-4G inh – eIF4E/eIF4G interaction inhibition in translation initiation; AID 782; P63073+Q04637; TR-FRET eIF4E-eIF4GI(517-606) binding, 2 h; 220,000 tested, 0.37% active; inhibition, % at 21.7 µM;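 active means inhibition above about 30%, limit read from the data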;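 further: 0% = full FRET control wells and 100% = background wells lacking eIF4GI fragment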
# KLK5 inh – kallikrein 5 (human) inhibition. Q9Y337. recombinant hK5, fluorogenic AMC substrate cleavage. inhibition, % at 5 µM. 210,000 tested, 0.59% active. AID 873;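 active means inhibition of 40% or more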;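 further: 0% = enzyme controls without compound and 100% = no-enzyme blanks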
# Wee1 stabilizer – blocks degradation of human Wee1 kinase; P30291; AID 1321; 220,000 tested, 1.2% active; HeLa Luc-Wee1K328M stability, luciferase luminescence; 100% = proteasome inhibitor MG132 effect; reporter increase, % at 5 µM;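 active means activation above the mean of all tested compounds plus 3 SD, set per screening run, cut at about 8.8% in these data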;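 further: cells exposed to compound for 20 h before luminescence read; 0% = DMSO alone and 100% = MG132 at 30 µM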
# FXIa inh – factor XIa (human) inhibition. P03951. purified FXIa, Boc-Glu-Ala-Arg-AMC fluorogenic substrate. inhibition, % at 5 µM. 220,000 tested, 0.14% active. AID 798;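 active means inhibition of at least 40%; inactive means inhibition below 40%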;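 further: fluorescence of freed AMC excited at 355 nm; 0% = enzyme without compound and 100% = no enzyme blank; many of its hits are not listed in these tables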
# MDM2 E3 inh – blocks human Mdm2 ubiquitin ligase activity; Q00987; cell-based MDM2 ubiquitination luciferase reporter, 2 h; 0 = plate control, 100 = twice control, blank-subtracted; signal enhancement, % at 5 µM; 210,000 tested, 0.11% active;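 active means signal enhancement of 30% or more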;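 further: luminescence tracks abundance of the self-degrading MDM2-luciferase fusion protein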
#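 Test system: mammalian cells stably expressing self-ubiquitinating, self-degrading MDM2 E3–luciferase fusion; Amount: 2000 cells in each well; Medium: DMEM; Schedule: 4 h settle plus 2 h compound, 37 °C; Technique: SteadyLite luciferase luminescence after 15 min room-temperature reagent incubation; Benchmarks: plate control and blank wells.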
# p97 ATPase inh – human p97 ATPase inhibition; P55072; recombinant p97 ATPase, Kinase-Glo ATP luminescence, 3 h; inhibition, % at 8 µM; 220,000 tested, 0.42% active; AID 1481; in the data active means inhibition above about 15%;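 further: 0% = DMSO vehicle and 100% = wells lacking enzyme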
# Rad51 HR inh – blocks human Rad51 in homologous recombination; Q06609; inhibition, % at 10 µM; 200,000 tested, 0.085% active; hRad51 DNA strand exchange, fluorescence dequenching;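 active means inhibition above 40% at the single screening dose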;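 further: 0% = DMSO control wells and 100% = blanks with heterologous ssDNA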
# Target sequence (Q06609 whole entry, looked up): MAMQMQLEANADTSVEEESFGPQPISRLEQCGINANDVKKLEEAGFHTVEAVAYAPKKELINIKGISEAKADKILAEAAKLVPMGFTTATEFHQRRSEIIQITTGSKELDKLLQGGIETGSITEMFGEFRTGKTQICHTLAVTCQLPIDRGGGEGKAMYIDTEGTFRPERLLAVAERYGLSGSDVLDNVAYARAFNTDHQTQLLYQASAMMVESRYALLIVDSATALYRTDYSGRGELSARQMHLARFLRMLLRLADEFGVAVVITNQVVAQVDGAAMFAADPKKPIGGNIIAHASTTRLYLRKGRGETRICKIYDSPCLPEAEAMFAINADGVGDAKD
#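 Material: Human Rad51 nucleoprotein filaments preassembled on unlabelled ssDNA | Also added: Labelled 47-mer dsDNA for strand exchange | Dosing: Single dose, 10 µM final compound | Schedule: 30-min compound preincubation and 15-min exchange, both room temperature | Technique: Fluorescence dequenching at 485/520 nm | Measure: Percent inhibition relative to plate controls and blanks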
# FXIIa inh 1536 – inhibitors of human coagulation factor XIIa. P00748. purified FXIIa, Boc-QGR-AMC fluorogenic substrate, 2 h. inhibition, % at 5 µM. 220,000 tested, 0.3% active; in the data active means inhibition above about 40%;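 further: 0% = enzyme with no compound and 100% = blank without enzyme; many of its hits are not listed in these tables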
# Target sequence (P00748 20-372 limits assumed): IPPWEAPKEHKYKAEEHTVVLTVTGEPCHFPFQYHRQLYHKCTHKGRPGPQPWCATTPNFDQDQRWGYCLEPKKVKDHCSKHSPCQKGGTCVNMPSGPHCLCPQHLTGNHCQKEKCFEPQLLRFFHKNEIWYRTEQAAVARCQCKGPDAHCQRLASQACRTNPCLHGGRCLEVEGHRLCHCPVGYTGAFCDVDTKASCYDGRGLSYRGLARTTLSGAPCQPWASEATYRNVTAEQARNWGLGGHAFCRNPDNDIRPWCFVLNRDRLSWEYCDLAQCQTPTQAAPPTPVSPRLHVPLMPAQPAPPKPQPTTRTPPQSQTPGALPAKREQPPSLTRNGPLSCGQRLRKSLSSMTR
# Target sequence (P00748 373-615 limits assumed): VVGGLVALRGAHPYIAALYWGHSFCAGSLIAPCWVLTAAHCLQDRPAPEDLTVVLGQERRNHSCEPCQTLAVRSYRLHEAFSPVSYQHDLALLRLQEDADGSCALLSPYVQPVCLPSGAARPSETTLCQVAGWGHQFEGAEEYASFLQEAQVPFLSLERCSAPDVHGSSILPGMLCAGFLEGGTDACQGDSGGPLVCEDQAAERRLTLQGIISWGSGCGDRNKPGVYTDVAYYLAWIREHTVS
# 14-3-3 Bad inh – disrupts binding of bovine 14-3-3 zeta to phospho-Bad peptide | P63103 | inhibition, % at 21.7 µM | TR-FRET 14-3-3zeta/Dy647-pBad peptide displacement, 1 h | 220,000 tested, 0.71% active;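 active means inhibition above about 70%, limit read from the data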;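 further: 0% = full 14-3-3 plus peptide FRET controls and 100% = background without 14-3-3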
# The depositor's hits bear a star; nt = not tested or not shown; [ ] = dose if it differs, or a comment.
SMILES,eIF4E-4G inh,KLK5 inh,Wee1 stabilizer,FXIa inh,MDM2 E3 inh,p97 ATPase inh,Rad51 HR inh,FXIIa inh 1536,14-3-3 Bad inh
O=C(Cc1ccc(F)cc1)Nc1cccc2cccnc12,4,0,-2,-9,-11,-4,-5,0,6
Cc1nnc(SCC(=O)N2CCN(C(=O)c3ccco3)CC2)n1-c1ccccc1,-4,-9,-1,2,-8,-4,14,1,-4
CC(C)Cc1cc(C(=O)Nc2cc(Cl)ccc2Cl)no1,-3,-2,1,-1,-6,-5,nt,9,7
CCN(CC)CCCNC(=O)Cn1cnc2ccc(S(=O)(=O)N3CCC(C)CC3)cc2c1=O,1,45*,-1,34,-22,-5,-21,32,9
COc1cc(C(=O)Nc2nc3ccccc3[nH]2)ccc1OC(F)F,0,-4,12*,4,-15,9,nt,10,-12
CC(C)(C)c1cc(Cl)c(O)c(NC(=S)NC(=O)c2cccnc2)c1,-4,0,6,-2,0,-1,-31,6,-21
CSc1nc(C)c(Oc2ccccc2)c(=O)n1C,2,1,-1,0,5,-3,4,-2,-1
CCOCCCn1c(=S)[nH]c2cc(C(=O)NCCN(CC)CC)ccc2c1=O,0,3,4,4,-5,0,0,14,-1
COc1ccc(N2CCN(C(=O)CCS(=O)(=O)c3ccc(OC)cc3)CC2)cc1,3,nt,-1,3,nt,0,nt,12,6
COc1cc(C)c(Cl)cc1S(=O)(=O)NCc1ccncc1,3,2,5,21,-10,0,nt,16,-1
CCn1c(O)c(N=NC(=O)CNc2cccc(C)c2)c2ccccc21,-4[fluorescence artefact?],-11,2,-3,-6,0,-9,1,-7
CC1CCN(c2ncnc3c2cnn3-c2ccccc2)CC1,2,-6,11*,-4,-14,-4,-2,5,5
O=C(c1ccccc1)N1CCN(CC(O)COC2CCCCC2)CC1 (stereo not drawn),5[fluorescence artefact?],-8,0,-7,-15,-4,-6,1,33[fluorescence artefact?]
N#C/C(=C\c1cn(-c2ccccc2)nc1-c1cccnc1)c1nnc2n1CCCCC2,8,5,-1,1,-12,0,0,14,-6
Cc1cc(C)n2nc(NCc3cccc(Br)c3)nc2n1,nt,18,0,-6,-21,-6,-8,14,nt
CS(=O)(=O)c1ccc(C(=O)NC2CCCCC2)cc1,1,-10,-1,4,-19,3,6,3,2
N#C/C(C(=O)NCc1ccco1)=C1/SC(Cc2ccc(Cl)cc2)C(=O)N1c1ccccc1 (stereo not drawn),-4,-11,0,13,-11,2,-2,19,12
CCOC(=O)c1sc(=NC(=O)c2cccs2)n(C)c1C,-1,1,3,3,-19,2,3,2,-6
COC(=O)c1cn(NC(=O)CC2CCCCC2)c(=O)c2ccccc12,-16,-12,1,-4,-1,2,1,-13,0
CNC(=O)N1c2ccccc2NC(=O)CC1C (stereo not drawn),-4,0,0,5,4,2,-5,8,-8
COc1ccccc1CC(=O)Nc1cc2oc3ccccc3c2cc1OC,-4[fluorescence artefact?],14,3,-4,-15,-2,-1,0,15
COc1ccc(OC)c(NC(=O)C2CCCN(S(=O)(=O)c3cccc4cccnc34)C2)c1 (stereo not drawn),0,57*,2,15,-19,5,-2,14,-11
CC(O)(C#CCN1CCCCCC1)c1ccccc1 (stereo not drawn),0,9,-4,-3,-1,1,-1,14,4
CCOC(=O)c1ccccc1NC(=O)N1CCn2c(C)ccc2C1CC (stereo not drawn),6,-26,1,-8,-22,-1,-14,-3,-14
CC(=O)c1c(C)[nH]c(C(=O)NC(C)c2ccccc2)c1C (stereo not drawn),-2,36,1,32,-13,-9,-8,32,0
Cc1cc(C)c(S(=O)(=O)NC(CC(=O)O)c2cccc([N+](=O)[O-])c2)c(C)c1 (stereo not drawn),2,-12,0,-4,-5,2,-1,1,-12
O=C(NC(Cc1ccccc1)C(=O)O)/C(=C\c1ccc(Cl)cc1)NC(=O)c1ccccc1 (stereo not drawn),7,-8,-2,-4,-12,4,1,0,-5
CCNc1oc(-c2ccc(OC)cc2)nc1S(=O)(=O)c1ccc(Br)cc1,-21[fluorescence artefact?],-2,0,4,nt,-11,2,14,0[fluorescence artefact?]
NNC(=O)CNc1cccc(Cl)c1,-2,-3,-2,-3,0,6,-4,3,-7
Fc1ccc(CNc2ccc(CNc3ncn[nH]3)cc2)cc1,-2,-2,2,-4,4,1,-1,7,-2[fluorescence artefact?]
CCCn1c(/C=C/c2ccco2)nc2ccccc21,1[fluorescence artefact?],13,-1,18,-12,7,-42,19,9
COc1cc2ncnc(NCc3ccc(C)cc3)c2cc1OC,-10,-12,3,2,-15,1,4,15,12
C#CCOCCOCCOCCNc1nc(N2CCN(C(=O)[C@H](Cc3ccc(O)cc3)n3cc([C@@H](N)C(C)CC)nn3)CC2)nc(N2CCN(C(=O)[C@H](CCCCN)n3cc([C@@H](N)CO)nn3)CC2)n1 (stereo partly drawn),0,-1,1,-3,nt,5,-10,9,16
COc1cccc(NC(=O)c2ccc(S(=O)(=O)N(C)C)cc2)c1,2,59*,3,38,-19,-8,-19,23,25
Cc1nnsc1C(=O)Nc1cccc(Cl)c1C,-3,3,6,-3,-8,1,14,2,-11
COc1ccc(C)cc1NC(=O)C(NC(=O)c1cc(OC)c(OC)c(OC)c1)C(C)C (stereo not drawn),-2,-7,4,-9,-3,3,1,1,-2
CCOC(=O)c1ccc(NC(=O)CC2C(=O)N(c3cccc(OC)c3)C(=O)N2CCOC)cc1 (stereo not drawn),-4,0,-5,-3,6,0,5,-2,-3
Cn1c2ccc(F)cc2c2ncn(CC3CCCO3)c(=O)c21 (stereo not drawn),5,-7,0,4,-2,1,17,6,9
CC1(C)CN(O)CCN1O,3,-6,-4,3,5,1,-2,6,5[fluorescence artefact?]
CCCC(=O)NC(=S)Nc1ccccc1C(=O)OC,2,-34,-2,-10,-1,12,6,1,-6
S=C(Nc1ccccn1)NC1CCCCC1,94*,1,-3,1,-1,4,6,3,-2
Cc1nc2ccc(S(=O)(=O)NC(C(=O)N3CCCCCC3)C(C)C)cc2s1 (stereo not drawn),-3,-33,-2,-1,-1,-5,-7,11,-5[fluorescence artefact?]
CCc1ccc(-c2cc(C(F)(F)F)n3nc(C(=O)Nc4c(C)nn(Cc5ccccc5C)c4C)cc3n2)s1,-4,-6,-2,-30,-11,-3,10,-7,12[fluorescence artefact?]
Cc1cc(C)nc(SCc2ccc(C(=O)N/N=C/c3ccccn3)cc2)n1,1,-14,-3,-1,-18,5,-4,-7,-7
COc1ccccc1NS(=O)(=O)c1ccc(NC(=O)Cc2cccs2)cc1,20,-10,2,2,13,4,0,8,-2
O=C(NCCNc1ccc([N+](=O)[O-])cc1)c1ccc(Cl)cc1,-2,-11,0,-4,-11,2,34,0,-2
Cc1cc(C)nc(SCC(=O)Nc2ccc(N3CCOCC3)cc2)n1,5[fluorescence artefact?],-3,-1,-1,-19,5,1,1,21[fluorescence artefact?]
CS/C(=C\[N+](=O)[O-])Nc1ccccc1,-2,-37,4,-8,4,11,-4,4,0
CCCC(=O)NCCc1nc2ccccc2n1C,-14,-4,0,3,3,6,-2,16,-6[fluorescence artefact?]
O=C(Nc1nccs1)c1ccc(NC(=O)C2CC=CCC2C(=O)O)cc1 (stereo not drawn),-1,4,0,4,-8,4,-8,6,-7
C=C(C)CSc1nncn1/N=C/c1ccc(OC)cc1,1,-3,7,-2,-7,2,0,-2,11
COCc1cc(=O)n2[nH]c(SC)nc2n1,-8,0,-2,-6,-12,3,-1,-2,1
CC(=O)c1ccc(NC(=O)COC(=O)c2ccccc2Nc2ccccc2)cc1,-2,-10,-1,24,-10,6,-7,22,18
C/C=C/C(=O)N1CC2(CC(c3cccc(NC(=O)CC(c4ccccc4)c4ccccc4)c3)=NO2)C[C@H]1C(N)=O (stereo partly drawn),1,5,nt,6,-1,nt,7,10,-2
CCC1=C(OC(=O)N(CC)CC)N2C(=O)OC(=NCCOC)[C@]2(Cc2ccccc2)[C@H]2C1=CC[C@H]1C(=O)NC(=O)[C@H]12,0,0,nt,-2,11,nt,5,3,-4
CNC(=O)C(=O)NCC1OCCN1S(=O)(=O)c1ccc2c(c1)OCCO2 (stereo not drawn),-1,-3,-3,0,2,10,5,11,-18
O=c1c2cnn(-c3ccccc3)c2ncn1Cc1cccc(Cl)c1,1,0,-2,2,-9,3,2,9,8[fluorescence artefact?]
N#C/C(=C\c1ccc(-c2ccccc2[N+](=O)[O-])o1)C(N)=O,9,10,1,10,-10,3,-19,27,-7
Cc1c(C(=O)/C=C/c2cccs2)oc2ccc(F)cc12,2,2,-3,0,-17,1,-8,13,-8
Cc1ccc(-c2noc(CSc3nnc(Cc4ccccc4)n3-c3ccc(Cl)cc3)n2)cc1,4,-4,-3,-9,-6,-8,-3,-1,7

# Look-ups from the entries so far.
# Reading of Cc1ccc(-c2noc(CSc3nnc(Cc4ccccc4)n3-c3ccc(Cl)cc3)n2)cc1 in KLK5 inh: -4
# Reading of C=C(C)CSc1nncn1/N=C/c1ccc(OC)cc1 in KLK5 inh: -3
# Reading of COCc1cc(=O)n2[nH]c(SC)nc2n1 in FXIa inh: -6
# Reading of C/C=C/C(=O)N1CC2(CC(c3cccc(NC(=O)CC(c4ccccc4)c4ccccc4)c3)=NO2)C[C@H]1C(N)=O (stereo partly drawn) in FXIIa inh 1536: 10

# Next section
SMILES,eIF4E-4G inh,KLK5 inh,Wee1 stabilizer,FXIa inh,MDM2 E3 inh,p97 ATPase inh,Rad51 HR inh,FXIIa inh 1536,14-3-3 Bad inh
CCc1cc2c(cc3c(=O)n(CC(=O)NCCCN(CC)CC)nc(CC)n32)s1,3,-2,1,3,-24,-2,5,13,-3
O=C(OC1CCN(c2ncc(C(F)(F)F)cc2Cl)CC1)c1ccccc1,1,-21,-2,1,-4,0,-5,16,-7
CCOC(=O)c1c(/N=C/N(C)C)sc(C(=O)OC)c1C,0,-14,0,4,-14,1,-3,19,-2
CC1CN(C(NC(=O)c2ccccc2)C(Cl)(Cl)Cl)CC(C)O1 (stereo not drawn),-2,1,-1,-1,11,4,-3,8,-3
O=C(c1ccco1)c1cn(CC(=O)N2CCCC2)c2ccccc12,-1,-26,-1,0,-12,2,8,8,3
O=C(c1ccc2c(c1)OCCO2)N1CCCC(CNS(=O)(=O)c2cccs2)C1 (stereo not drawn),1,22,-4,38,-13,1,-1,37,-2
Cc1ccc(-n2nnnc2SCC(=O)NC(=O)Nc2ccc3c(c2)OCCO3)cc1,-6[fluorescence artefact?],-7,8,-13,-10,1,-1,-11,-13

# 3 of the entries above in order of the Rad51 HR inh value, high to low.
SMILES,eIF4E-4G inh,KLK5 inh,Wee1 stabilizer,FXIa inh,MDM2 E3 inh,p97 ATPase inh,Rad51 HR inh,FXIIa inh 1536,14-3-3 Bad inh
O=C(c1ccco1)c1cn(CC(=O)N2CCCC2)c2ccccc12,-1,-26,-1,0,-12,2,8,8,3
O=C(c1ccc2c(c1)OCCO2)N1CCCC(CNS(=O)(=O)c2cccs2)C1 (stereo not drawn),1,22,-4,38,-13,1,-1,37,-2
CC1CN(C(NC(=O)c2ccccc2)C(Cl)(Cl)Cl)CC(C)O1 (stereo not drawn),-2,1,-1,-1,11,4,-3,8,-3

# Bioassay records from PubChem BioAssay.

# Not a hit list; overall some 3.5% were active at least once.
